Assay outcomes from PubChem BioAssay.
SUMO Mot1 rescue – yeast Mot1-301 growth rescue at high temperature, primary screen, SUMOylation pathway inhibitor project, S. cerevisiae, ATP luminescence, 38.5C; growth rescue, % at 18.8 µM; S. cerevisiae Mot1-301 growth rescue; percent above DMSO median, 100 means doubled; hit rate 1% among 320,000; AID 2716, 2010;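 active means every valid replicate shows activation above 250% relative to neutral control wells; inactive means the rest, any valid replicate at or below 250%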;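 further: OY570 slx delta 5 strain wells were the positive control but not used for scaling; some compounds called inactive have numbers as strong as hits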
PfHsp90 set2 – growth inhibition of PfHsp90-expressing yeast, primary screen, antimalarial PfHsp90 inhibitor project, S. cerevisiae, BacTiter-Glo luminescence, single point, set 2; hit rate 0.32% among 310,000; BacTiter-Glo ATP, 48 h; yeast lacking PDR1 and PDR3 efflux regulators; AID 504621, 2011; inhibition, % at 9.4 µM;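 active means every replicate shows inhibition above about 80%, whatever the replicate mean, limit read from the data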;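 further: 0% = DMSO neutral controls and 100% = 20 µM radicicol positive controls; yeast relying on Plasmodium falciparum Hsp90 in place of its own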
MOR-DOR inv ag – inverse agonists of MOR-DOR heterodimerization, primary screen, cell-based, luminescence; Mu-type opioid receptor (Homo sapiens) + Delta-type opioid receptor (Homo sapiens), …; inhibition, % at 9.3 µM; hit rate 0.21% among 340,000; AID 504357, 2011; cell-based MOR-DOR heterodimer luminescence, inverse agonism; in the data active means inhibition above about 22%, passing the limit was not always enough;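 further: 0% = cells with DMSO and 100% = wells without cells with DMSO; values of inactives mirror those of a sister screen read the other way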
Target sequence (P35372 whole entry, looked up): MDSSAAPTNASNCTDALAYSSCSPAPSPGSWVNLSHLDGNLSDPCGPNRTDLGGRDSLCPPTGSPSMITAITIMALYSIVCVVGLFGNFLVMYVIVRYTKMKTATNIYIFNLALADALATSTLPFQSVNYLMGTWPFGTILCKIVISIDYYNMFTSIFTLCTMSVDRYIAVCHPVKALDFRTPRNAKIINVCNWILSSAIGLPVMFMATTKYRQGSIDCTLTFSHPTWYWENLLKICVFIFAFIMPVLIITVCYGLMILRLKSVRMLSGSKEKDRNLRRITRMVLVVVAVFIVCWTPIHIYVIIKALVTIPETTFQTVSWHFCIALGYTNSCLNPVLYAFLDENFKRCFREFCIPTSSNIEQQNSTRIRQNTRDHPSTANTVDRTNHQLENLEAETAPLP
Target sequence (P41143 whole entry, looked up): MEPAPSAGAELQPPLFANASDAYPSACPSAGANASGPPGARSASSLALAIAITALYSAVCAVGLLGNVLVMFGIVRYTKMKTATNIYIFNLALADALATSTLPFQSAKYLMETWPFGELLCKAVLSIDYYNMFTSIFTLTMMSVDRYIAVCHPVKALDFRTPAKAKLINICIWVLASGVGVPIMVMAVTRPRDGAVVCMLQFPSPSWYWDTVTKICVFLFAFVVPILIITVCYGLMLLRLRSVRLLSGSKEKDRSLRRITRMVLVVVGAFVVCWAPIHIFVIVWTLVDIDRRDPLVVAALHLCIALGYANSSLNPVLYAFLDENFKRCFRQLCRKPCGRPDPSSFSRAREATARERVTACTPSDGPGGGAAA
AddAB inh – growth inhibition of E. coli expressing H. pylori AddAB, primary screen, AddAB inhibitor project, absorbance; inhibition, % at 11.9 µM; AID 435030, 2010; hit rate 0.29% among 330,000; in the data active means inhibition above about 12%;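 further: 0% = vehicle wells of infected cells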
MOR-DOR ag – agonists of OPRM1-OPRD1 heterodimerization, primary screen, cell-based, luminescence. activation, % at 9.3 µM. AID 504326, 2011. hit rate 0.3% among 340,000. Mu-type opioid receptor (Homo sapiens) + Delta-type opioid receptor (Homo sapiens), …. cells; in the data active means activation above about 18%;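 further: 0% = vehicle-treated cells and 100% = reference agonist; values of inactives mirror those of a sister screen read the other way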
Pemphigus Ab inh – inhibitors of pemphigus antibody binding to DSG3, primary screen, biochemical, bead-based, flow cytometry, scFv-GFP | binding (percent of control), % at 10 µM | AID 588358, 2011 | Desmoglein-3 (Homo sapiens), P32926 | hit rate 0.48% among 310,000 | DSG3-coupled beads, scFv-anti-DSG3-GFP binding; hits give low values;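 active means binding more than 3 SD below its plate's average and above zero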;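 further: hits lower antibody fragment binding to DSG3; some compounds called inactive have numbers as strong as hits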
HTR5A ag ctr – HTR5A agonists in luminescence cell assay, primary screen, counter-screen for OPRM1-OPRD1 heterodimer agonist project, full-deck HTS. 5-hydroxytryptamine receptor 5A (Homo sapiens), P47898. cell-based. activation, % at 9.3 µM. hit rate 0.61% among 340,000. AID 504692, 2011; in the data active means activation mostly above about 9.5%, no sharp cut-off; inactive means mostly below about 7.6%;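 further: 0% = cells with vehicle only and 100% = reference agonist; strong numbers were not always called active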
E coli growth – E. coli V3065 growth inhibition, primary screen, counter-screen for AddAB inhibitor project, absorbance, OD600. inhibition, % at 11.9 µM. hit rate 0.27% among 330,000. 18 h;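 active means inhibition above the campaign's mean inhibition across all tested compounds plus 3 SD, cut at about 9.9% in these data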;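 further: uninfected addAB+ strain grown without phage in ampicillin broth; 0% = DMSO wells and 100% = ciprofloxacin 0.95 µg/ml wells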
HTR5A inv ctr – HTR5A inverse agonists in luminescence cell assay, primary screen, counter-screen for OPRM1-OPRD1 heterodimer inverse agonist project, full-deck HTS. HTR5A cell line, inverse agonism. hit rate 0.083% among 340,000. inhibition, % at 9.3 µM. AID 504634, 2011; in the data active means inhibition mostly above about 23%, no sharp cut-off; inactive means mostly below about 18%;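 further: 0% = cells with DMSO and 100% = no-cell wells with DMSO; some compounds called inactive have numbers as strong as hits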
PKA-R1A activ – activators of PKA-R1A holoenzyme, primary screen, biochemical, fluorescence polarization, Cy5-IP20, bovine R1A, mouse PKAc. cAMP-dependent protein kinase type I-alpha regulatory subunit (Bos taurus) + …. PKA-R1A dissociation; scaled: DMSO 0%, 113 µM cGMP 100%. activation, % at 11.4 µM. hit rate 0.083% among 340,000;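 active means percent activation above the mean of all tested compounds plus 3 SD, cut at about 19% in these data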;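 further: higher means more PKAc released from R1A so a rise in polarization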
phage Ecoli inh – growth loss of phage-infected E. coli, primary screen, RecBCD inhibitor project, absorbance, with phage, HTS | inhibition, % at 11.9 µM | hit rate 0.26% among 360,000; in the data active means inhibition above about 11%
Starred values were filed as active, the others as inactive; . = no result given. Random draw from the library. About 3.2% of those tested had a hit in this group.

SMILES	SUMO Mot1 rescue	PfHsp90 set2	MOR-DOR inv ag	AddAB inh	MOR-DOR ag	Pemphigus Ab inh	HTR5A ag ctr	E coli growth	HTR5A inv ctr	PKA-R1A activ	phage Ecoli inh
NS(=O)(=O)c1cccc(NC(=O)COC(=O)CN2C(=O)C3CC=CCC3C2=O)c1 (stereo unspecified)	-1.7	-1.1	6.7	-0.1	-1.2	101.7	0.5	-4.2	-1.4	-4.4	2.3
CSCCC(NC(=O)c1ccccc1Cl)C(=O)NCc1ccncc1 (stereo unspecified)	-5.4	-6.3	0.6	0.8	-0.1	109.0	-3.1	-1.8	7.7	2.6	2.4
CCCCN(C(=O)COc1ccc(C)cc1OC)c1c(N)n(CCC)c(=O)[nH]c1=O	0.2	-5.6	11.3	1.4	-2.3	99.1	5.8	0.5	-17.1	-8.9	0.1
Nc1nc(-c2ccccn2)nc(N)c1Cc1ccccc1F	-1.3	-5.0	16.4	0.0	-2.8	98.8	0.2	0.6	-0.5	1.1	0.3
O=C(c1ccc(S(=O)(=O)Cc2cc(F)ccc2F)c([N+](=O)[O-])c1)N1CCCC1	56.1	16.6	-14.2	1.9	3.0	.	3.9	0.9	-10.9	1.4	-1.1
CC1CN(C(=O)c2ccc(COc3ccc4ccccc4c3)o2)CC(C)O1 (stereo unspecified)	6.9	5.7	4.6	2.2	-0.9	97.5	1.1	1.4	-5.5	1.5	4.4
O=C(CCN1CCC(c2cccs2)=N1)c1cccs1	12.0	.	.	7.6	.	105.3	.	-0.2	.	.	-1.5
COc1ccc(NS(=O)(=O)c2cc(NC(=O)c3cnccn3)ccc2OC)cc1Br	60.0	.	13.5	-2.0	-2.8	118.8	1.4	1.7	-3.8	-6.8	-0.5
Cc1ccc(O)c(C(=O)c2cnc3onc(-c4ccc(F)cc4)c3c2)c1	17.7	-11.6	-15.1	3.2	2.7	106.8	3.3	2.5	-20.6	-3.9	4.2
c1coc(CNc2c3c(nc4ncnn24)CCC3)c1	-0.2	.	13.6	1.8	-2.5	100.8	0.9	0.7	-12.6	10.7	1.8
CC1CCCCC1NC(=O)CN(C)S(=O)(=O)c1ccc2c(c1)c(=O)n(C)c(=O)n2C (stereo unspecified)	-4.3	47.7	10.8	1.9	-2.2	101.5	-4.9	-3.3	-5.8	5.3	4.4
Cc1ccc2nc(-c3ccccc3O)c(Nc3ccc4c(c3)OCCO4)n2c1	2.5	-5.7	0.5	1.6	-0.1	101.9	20.4*	1.9	-54.5	-7.4	4.5
CCOc1ccc(-n2c(=O)cc(N3CCN(c4ccc(F)cc4)CC3)[nH]c2=O)cc1	-15.3	-12.5	-0.2	1.5	0.0	105.6	1.8	1.5	12.7	-12.7	3.1
O=S(=O)(NCC1CCCO1)c1ccc(NS(=O)(=O)c2ccc(F)cc2)cc1 (stereo unspecified)	12.3	37.4	6.2	0.0	-0.8	.	-4.3	1.4	11.3	7.3	1.3
O=C(Nc1nc(-c2ccc(F)cc2)cs1)c1cnccn1	24.4	-31.6	5.6	-2.0	-0.9	98.0	-2.5	-1.2	6.5	4.1	2.3
CCOC(=O)/C(C#N)=C(\N)C(C)C(=O)Nc1ccccn1 (stereo unspecified)	-7.6	-12.2	-4.5	1.1	1.0	.	-1.4	-2.8	3.2	-1.0	0.7
COc1ccc(CCN2C(=S)NC3CC2(C)Oc2ccc([N+](=O)[O-])cc23)cc1OC (stereo unspecified)	9.2	6.7	4.5	0.6	-0.9	92.8	-0.9	2.5	-20.2	7.2	-0.5
CCOc1ccccc1NC(=O)CN1CCCCCC1	-11.7	5.9	18.8	5.6	-4.0	102.7	-0.2	0.0	0.8	-3.9	0.9
Cc1noc(N)c1C1(O)C(=O)Nc2c(Cl)cc(Cl)cc21 (stereo unspecified)	6.9	.	-20.6	-2.5	4.0	132.5	0.6	-2.5	-57.4	-11.9	-0.6
Cc1ccccc1N1C(=O)C(Cl)=C(N2CCOCC2)C1=O	-1.1	20.2	13.1	1.0	-2.7	110.8	-1.1	0.7	3.7	-7.3	0.9
COc1cccc(CC(=O)OCC(=O)Nc2nnc(-c3ccccc3)o2)c1	-6.2	-12.2	-2.4	-4.4	0.3	-14.4	7.0	-5.5	-18.3	-0.5	-3.3
Cc1ccc(C)c(N2CCN(C(=O)CCc3nc(-c4ccccc4Cl)no3)CC2)c1	.	8.1	0.5	0.6	0.0	93.3	1.7	-2.0	-6.3	-5.0	1.2
COCCNS(=O)(=O)c1cccn1-c1ncc(C(F)(F)F)cc1Cl	-17.7	0.2	6.3	1.1	-1.0	97.5	-1.2	-0.6	2.2	-7.2	2.9
COc1ccc(CCNS(=O)(=O)c2ccc3c(c2)OCCO3)cc1OC	-8.1	.	-3.0	2.6	0.6	.	0.0	2.8	0.0	1.6	3.0
CC(=O)c1ccc(N2C(=NC(=O)CCc3ccccc3)SC3CS(=O)(=O)CC32)cc1 (stereo unspecified)	4.4	18.1	15.7	3.4	-3.1	98.9	-3.8	-1.4	-3.1	-3.5	0.8
O=S(=O)(Nc1nc2ccccc2nc1-[n+]1ccccc1)c1ccc(Cl)cc1	-2.1	38.2	-7.1	3.7	1.3	101.8	0.7	-1.0	-2.3	-5.9	4.1
O=[N+]([O-])c1c(Nc2ccccc2O)cc(N2CCOCC2)c2nonc12	8.8	-2.9	7.0	-1.9	-1.4	98.2	-2.2	-1.1	-8.3	-2.8	0.1
Cc1ccc(CNC(=O)c2cc3cc(Br)ccc3oc2=N)cc1	-13.5	-12.4	-3.8	-0.4	0.6	99.3	1.3	-0.1	-1.9	8.1	1.4
CC(C)CC(=O)c1c[nH]c(C(=O)NCc2cccs2)c1	-5.2	-27.5	-2.0	2.4	0.4	95.7	1.0	-1.1	-17.0	-4.5	3.0
O=S(=O)(NCCc1c[nH]c2ccccc12)c1ccccc1	-9.9	21.4	9.5	2.2	-2.0	108.6	0.9	-2.1	-3.3	6.3	2.6
CC1(C)Oc2ccc3ccc(=O)oc3c2/C(=C/Nc2ccccn2)C1=O	-10.4	9.0	-23.0	-0.1	3.9	100.9	4.2	-1.1	-9.8	-5.3	1.5
CCc1nc(SCc2ccc(C(=O)OC)o2)n[nH]1	-0.6	-5.3	2.4	1.0	-0.5	96.6	-0.3	-0.9	0.8	1.8	3.3
COC(=O)c1nc(C(=O)OC)c(C(=O)OC)nc1C(=O)OC	-15.3	-4.7	4.3	5.4	-0.7	116.2	4.0	-0.2	-11.9	4.0	2.3
Cc1ccc([N+](=O)[O-])cc1NC(=O)CCc1ccccc1	19.6	-24.5	7.6	4.4	-1.5	97.3	-1.3	0.1	3.4	-3.1	2.7
Cn1c(=O)c2c(nc(CN3CCN(c4ccc(F)cc4)CC3)n2CCN2CCOCC2)n(C)c1=O	36.7	-8.8	.	-0.3	.	92.6	.	0.0	.	-4.0	2.0
COC(=O)c1ccc(C(=O)NC2CCCc3c2cnn3-c2ccc(C)c(C)c2)cc1 (stereo unspecified)	-3.3	-12.7	10.3	-2.0	-1.9	109.2	7.7	-0.2	-26.8	-3.5	0.7
CS(=O)(=O)N(CC(=O)Nc1ccccc1C(=O)NCc1ccco1)c1ccccc1F	-1.7	-11.1	0.2	1.9	0.0	99.8	-8.0	0.4	22.7	3.8	4.7
COc1ccc(NC2CCCN(Cc3cccc4cnccc34)C2)cc1OC (stereo unspecified)	14.9	12.6	4.0	-3.6	-0.8	110.1	4.2	-2.7	-15.9	2.1	2.4
Nc1nc(SCC(=O)c2cccc([N+](=O)[O-])c2)n[nH]1	-0.7	8.3	-9.0	-0.2	1.3	88.4	-2.2	-1.8	6.2	-5.9	2.5
O=C1NC(=NCc2ccccc2)NC1(c1ccccc1)c1ccccc1	.	2.6	15.9	.	-3.0	116.0	3.3	.	-13.6	3.6	3.9
O=S(=O)(NCc1nnc2ccccn12)c1ccc(F)cc1	.	.	10.1	.	-1.6	103.8	-1.0	.	2.7	-5.5	1.8
Cc1ccc(S(=O)(=O)NCc2ccc(N3CCN(C(=O)OC(C)(C)C)CC3)cc2)cc1	5.7	-7.6	-11.6	-0.4	3.5	106.6	1.6	-1.3	-3.6	-3.6	1.7
COc1cc(C#Cc2c(-c3cncn3C)n(C)c3ccc(-c4ccc5[nH]ccc5c4)cc23)cc(OC)c1	3.1	-18.6	-1.0	1.4	0.2	.	1.3	-1.7	-3.3	-13.8	1.0
Cc1cnc(NC(=O)CSc2nnc(-c3ccccc3)n2Cc2ccccc2)s1	-8.2	9.6	16.0	0.7	-2.6	104.2	-1.7	1.6	-15.2	11.2	0.4
COc1ccc2cc(C3CC(c4ccco4)=NN3S(=O)(=O)c3ccccc3)c(Cl)nc2c1 (stereo unspecified)	5.8	11.7	17.9	1.0	-3.0	96.1	-1.2	2.0	3.2	-8.0	1.8
Cc1cc(C)c2c(CN3CCOCC3)cc(=O)oc2c1	-17.5	-12.2	14.5	3.2	-2.9	.	1.9	-0.2	-5.0	2.7	1.3
Cc1ccc(S(=O)(=O)N2CCCCC2CCNC(=O)C(=O)Nc2ccccc2F)cc1 (stereo unspecified)	-27.4	-21.9	-13.8	0.5	2.5	111.7	-6.7	-1.3	16.7	0.1	2.4
O=C(Nc1ccc(CCC(=O)N2CCCC2)cc1)c1ncn[nH]1	4.5	-9.4	9.9	0.8	-1.8	100.6	0.8	-0.7	-3.0	4.0	0.9
